Screens from PubChem BioAssay.
14-3-3 Bad PPI – inhibitors of 14-3-3 zeta/Bad binding, primary screen, biochemical, TR-FRET, bovine 14-3-3 zeta; actives 0.71% (n = 220,000); AID 781, 2007; TR-FRET 14-3-3zeta/Dy647-pBad peptide displacement, 1 h; 14-3-3 protein zeta/delta (Bos taurus), P63103; inhibition, % at 21.7 µM;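 active = inhibition above about 70%, limit read from the data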;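 note: 0% = full 14-3-3 plus peptide FRET controls and 100% = background without 14-3-3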
Runt-CBFb FRET – inhibitors of RUNX1 Runt–CBFb binding, primary screen, biochemical, FRET, Cerulean-Runt, Venus-CBFb, uHTS. Runt-related transcription factor 1 (Homo sapiens) + Core-binding factor subunit beta …. Cerulean-Runt/Venus-CBFb FRET ratio 530/480, 1 h. inhibition, % at 20 µM. actives 0.46% (n = 220,000);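 active = inhibition over about 50% at 20 µM in the single-dose screen, limit read from the data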;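 note: 0% = DMSO wells and 100% = excess unlabeled CBFb competitor control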
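Schedule: protein complex preformed 1 h, compound exposure 1 h, room temperature, dark; test system: Cerulean-labeled Runt domain protein; amount: 100 nM per protein; buffer or medium: Tris 50 mM pH 7.5, KCl, K2SO4, 0.01% BSA; read-out: loss of energy transfer signal; detection: FRET fluorescence; controls: 5 µM unlabeled CBFb as full-inhibition high control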
p47phox inh – p47phox/p22phox peptide binding inhibitors, primary screen, biochemical, uHTS, NADPH oxidase regulatory subunit; fluorescence polarization, 2 h; actives 0.53% (n = 220,000); Neutrophil cytosol factor 1 (Homo sapiens), P14598; inhibition, % at 24.7 µM; AID 1274, 2008;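 active = inhibition above about 30%, limit read from the data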;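 note: 0% = p47phox with labelled peptide and 100% = labelled peptide alone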
Target sequence (P14598 whole entry, looked up): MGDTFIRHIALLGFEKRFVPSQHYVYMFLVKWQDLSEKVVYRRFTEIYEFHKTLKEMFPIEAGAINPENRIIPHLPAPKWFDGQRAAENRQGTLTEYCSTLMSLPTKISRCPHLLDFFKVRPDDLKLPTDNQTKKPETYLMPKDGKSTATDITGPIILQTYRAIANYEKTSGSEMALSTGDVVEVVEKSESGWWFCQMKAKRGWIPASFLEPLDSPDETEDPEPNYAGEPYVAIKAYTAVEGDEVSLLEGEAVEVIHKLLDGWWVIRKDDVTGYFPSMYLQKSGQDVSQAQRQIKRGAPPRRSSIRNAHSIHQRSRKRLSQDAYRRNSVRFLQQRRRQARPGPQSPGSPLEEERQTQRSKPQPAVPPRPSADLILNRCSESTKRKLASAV
zVAD death inh – inhibitors of zVAD-triggered necroptosis, primary screen, L929 cells. L929 zVAD necroptosis rescue, ATP luminescence, 24 h; with zVAD 60 µM. viability rescue, % at 10 µM. actives 0.38% (n = 220,000);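 active = activation, scaled between plate controls, above about 75%, limit read from the data; inactive = activation under that limit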;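 note: 0% = zVAD with DMSO and 100% = DMSO alone without zVAD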
MDM2 E3 inh – MDM2-luciferase reporter signal enhancers, primary screen, MDM2 E3 ligase inhibitor project, cell-based, luminescence, 1536-well. actives 0.11% (n = 210,000). AID 1230, 2008. signal enhancement, % at 5 µM. cell-based MDM2 ubiquitination luciferase reporter, 2 h; 0 = plate control, 100 = twice control, blank-subtracted;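 active = signal enhancement of 30% or more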;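 note: luminescence tracks abundance of the self-degrading MDM2-luciferase fusion protein; higher signal means inhibition of MDM2 E3 ligase activity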
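Timing – 2 h compound exposure at 37 °C · Assay system – mammalian cells stably expressing self-ubiquitinating, self-degrading MDM2 E3–luciferase fusion · Amount – 2000 cells seeded into each well · Measure – % luminescence enhancement versus blank-corrected plate control mean · Measured by – SteadyLite luminescence, 15 min reagent step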
Runt-SMMHC FRET – inhibitors of RUNX1 Runt–CBFb-SMMHC binding, primary screen, biochemical, FRET, Cerulean-Runt, Venus-CBFb-SMMHC, uHTS; Cerulean-Runt/Venus-CBFb-SMMHC FRET ratio 530/480, 1 h; inhibition, % at 20 µM; actives 0.74% (n = 220,000);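 active = mean inhibition across duplicate retests at 20 µM reaching about 50%, limit read from the data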;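 note: 0% = DMSO wells and 100% = wells with excess untagged CBFb-SMMHC; inhibitors lower the FRET ratio by blocking Runt binding to CBFb-SMMHC; some results filed as inactive read as strong as hits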
TbHK1 inh – Trypanosoma brucei hexokinase 1 inhibitors, primary screen, biochemical, G6PDH-coupled NADH absorbance, MLSCN library | hexokinase 1 [Trypanosoma brucei] | recombinant TbHK1, G6PDH-coupled NADH A340 | actives 0.11% (n = 220,000) | inhibition, % at 10 µM;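 active = inhibition of 50% or more in the single-dose primary screen; inactive = inhibition below 50%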
EBV gp42 inh – Epstein-Barr virus gp42 inhibitors, primary screen, biochemical, uHTS, fluorescence polarization. inhibition, % (tested at 21.74 µM). Fluorescence polarization binding assay, mP read-out. actives 0.42% (n = 220,000). AID 1085, 2008. Glycoprotein 42 (Epstein-Barr virus (strain AG876)), Q1HVG2; in the data active = inhibition above about 50%
Hck-Nef inh – inhibitors of Nef-activated human Hck kinase, primary screen, biochemical, Z-Lyte FRET, 384-well, Hck-YEEI; Recombinant Hck-YEEI plus Nef, Z-Lyte FRET kinase assay; AID 463187, 2010; inhibition, % at 20 µM; Tyrosine-protein kinase HCK (Homo sapiens), P08631; actives 0.68% (n = 220,000);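 active = Hck-Nef kinase inhibition above about 50%, limit read from the data; inactive = inhibition below that limit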;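 note: 0% = DMSO with Hck plus Nef and 100% = Hck alone without Nef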
Target sequence (P08631 whole entry, looked up): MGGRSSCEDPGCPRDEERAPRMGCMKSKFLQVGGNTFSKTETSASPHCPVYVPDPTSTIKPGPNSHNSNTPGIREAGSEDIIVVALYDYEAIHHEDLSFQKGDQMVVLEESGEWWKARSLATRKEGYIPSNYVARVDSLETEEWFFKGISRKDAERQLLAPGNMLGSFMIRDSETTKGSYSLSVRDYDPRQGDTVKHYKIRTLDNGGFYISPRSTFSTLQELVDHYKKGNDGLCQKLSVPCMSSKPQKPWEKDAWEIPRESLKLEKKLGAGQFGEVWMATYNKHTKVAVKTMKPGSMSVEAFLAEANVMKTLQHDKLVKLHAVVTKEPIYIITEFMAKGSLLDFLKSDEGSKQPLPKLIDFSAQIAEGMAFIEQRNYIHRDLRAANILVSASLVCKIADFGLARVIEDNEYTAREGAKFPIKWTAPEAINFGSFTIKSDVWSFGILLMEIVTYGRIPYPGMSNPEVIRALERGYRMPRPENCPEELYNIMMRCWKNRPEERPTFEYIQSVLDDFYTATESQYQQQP
Numbers without * were called inactive; x = no result given; [ ] = remark or other dose.

SMILES | 14-3-3 Bad PPI | Runt-CBFb FRET | p47phox inh | zVAD death inh | MDM2 E3 inh | Runt-SMMHC FRET | TbHK1 inh | EBV gp42 inh | Hck-Nef inh
COc1ccc(-c2nnc(SCc3nc4ccccc4s3)n2C(C)C)cc1 | -1 | 1 | -23 | 0.0 | -18 | -2 | -6 | 6 | 8
O=C(CN1CCN(Cc2ccccc2)CC1)N1CCCCCC1 | 13 | 0 | 2 | 1.4 | -11 | -20 | 7 | 4 | 23
O=C(CN(C(=O)c1ccco1)c1cccc(F)c1)NCc1ccc(F)cc1 | 12 | -4 | -2 | 0.7 | -16 | -3 | -3 | -17 | -1
N#Cc1ccccc1OCC(=O)NC(=O)NCc1ccccc1 | -3 | 0 | 14 | -0.4 | -4 | -1 | -3 | -6 | 11
O=C(NCc1ccc(Cl)c(Cl)c1)c1cccnc1 | 7 | -1 | -7 | 0.1 | 21 | 0 | -1 | -8 | 1
Clc1ccccc1CN1CCN(CCCc2ccccc2)CC1 | 46 | 1 | -5 | 1.6 | -10 | -4 | 8 | -8 | 6
CC(=O)c1c(C)[nH]c2ccccc2c1=O | 4[fluorescence artefact?] | -1 | -3 | 0.0 | -3 | 1 | -4 | -2 | -1
CSc1ccccc1NC(=O)COc1ccc(Cl)cc1C | -4 | -2 | -10 | 0.6 | -5 | 1 | 26 | 4 | 3
Cn1c(CN2CCOCC2)nc2cc(NC(=O)COc3ccccc3)ccc21 | 1 | -2 | -6 | 9.4 | -4 | 3 | 4 | 3 | 26
CC(=O)n1cc([C@@H]2C=C(C(=O)N3CCOCC3)O[C@H](OCCCCO)C2)c2ccccc21 | -1 | 4 | x | -0.7 | x | -6 | -8 | -11 | -6

Compound profiles, from the list above. Order of screens: 14-3-3 Bad PPI	Runt-CBFb FRET	p47phox inh	zVAD death inh	MDM2 E3 inh	Runt-SMMHC FRET	TbHK1 inh	EBV gp42 inh	Hck-Nef inh
`Cn1c(CN2CCOCC2)nc2cc(NC(=O)COc3ccccc3)ccc21` is listed with 1	-2	-6	9.4	-4	3	4	3	26
`O=C(NCc1ccc(Cl)c(Cl)c1)c1cccnc1` is listed with 7	-1	-7	0.1	21	0	-1	-8	1

Pulled by compound from above, 4 records:
SMILES | 14-3-3 Bad PPI | Runt-CBFb FRET | p47phox inh | zVAD death inh | MDM2 E3 inh | Runt-SMMHC FRET | TbHK1 inh | EBV gp42 inh | Hck-Nef inh
Clc1ccccc1CN1CCN(CCCc2ccccc2)CC1 | 46 | 1 | -5 | 1.6 | -10 | -4 | 8 | -8 | 6
CC(=O)n1cc([C@@H]2C=C(C(=O)N3CCOCC3)O[C@H](OCCCCO)C2)c2ccccc21 | -1 | 4 | x | -0.7 | x | -6 | -8 | -11 | -6
CC(=O)c1c(C)[nH]c2ccccc2c1=O | 4[fluorescence artefact?] | -1 | -3 | 0.0 | -3 | 1 | -4 | -2 | -1
Cn1c(CN2CCOCC2)nc2cc(NC(=O)COc3ccccc3)ccc21 | 1 | -2 | -6 | 9.4 | -4 | 3 | 4 | 3 | 26

Additional records.
SMILES | 14-3-3 Bad PPI | Runt-CBFb FRET | p47phox inh | zVAD death inh | MDM2 E3 inh | Runt-SMMHC FRET | TbHK1 inh | EBV gp42 inh | Hck-Nef inh
CCOC(=O)c1c(NC(=O)CSc2nnc3c(n2)[nH]c2ccc(F)cc23)sc(C(C)=O)c1C | 0 | -5 | -13 | 0.3 | -15 | -7 | -3 | -17 | -4
CC(C)(C)OC(=O)N/N=C/c1cccc([N+](=O)[O-])c1 | 5 | -1 | 6 | 1.2 | -26 | -5 | -1 | -21 | 26
Cc1cc(C)n(-c2nc(N(C)C)nc(N(C)C)n2)n1 | -7[fluorescence artefact?] | -6 | 3 | 0.1 | -3 | -2 | 6 | 3 | 15
O=C(O)CCC(=O)Nc1ccc(F)cc1 | 4 | 2 | -8 | 1.2 | -11 | 3 | 2 | -11 | -2
COc1cc2[nH]c(=S)n(Cc3ccc(C)cc3)c(=O)c2cc1OC | 23 | -3 | 4 | -0.6 | 3 | 0 | 10 | -5 | -27
Cc1ccc(NC(=O)CN2C(=O)NC(Cc3c[nH]c4ccccc34)C2=O)cc1S(=O)(=O)N1CCCCC1 (configuration not stated) | -4[fluorescence artefact?] | -4 | -20 | 0.6 | -6 | 1 | -6 | 4 | -21
c1ccc(Cc2cc(-c3ccccc3)on2)cc1 | 7[fluorescence artefact?] | -4 | -17 | 0.8 | 3 | 1 | 4 | -3 | 1
Cn1nc(C(=O)OCc2ccc(Br)cc2F)c2ccccc2c1=O | 7 | -14 | -6 | 1.4 | -24 | -9 | 7 | -4 | 16
Cc1nc2cc(NCc3cc([N+](=O)[O-])ccc3O)ccc2n1Cc1ccccc1 | -18 | 1 | -3 | 0.8 | -8 | -5 | -3 | -1 | 16
Cc1c(Br)c([N+](=O)[O-])nn1CC(=O)NCc1ccco1 | 1 | 1 | -4 | -0.5 | -6 | 2 | -9 | -28 | 1
CC(C)N1CCCC(CNC(=O)CCc2nnc(CCCCc3ccccc3)o2)C1 (configuration not stated) | -17 | 2 | 0 | 0.2 | 18 | 2 | 1 | -10 | 17
CC(C)CCNC(=O)Cn1c(=O)oc2cc(S(=O)(=O)N3CCc4ccccc43)ccc21 | 6 | 0 | -15 | 0.4 | -9 | 2 | -1 | -10 | -1
Cc1ccnc2ccc(P(=O)(c3ccccc3)c3ccccc3)cc12 | -12 | -1 | 1 | 0.5 | -24 | -2 | 1 | -12 | -3
O=C(NCCCN1CCOCC1)c1ccc(CS(=O)(=O)c2c(Cl)cccc2Cl)o1 | 3 | 2 | 2 | -0.1 | -18 | -1 | -2 | 5 | 21
Cc1ccc(OCC(=O)Nc2ccc3c4c(cccc24)CC3)c(C)c1 | -18 | -2 | -2 | 0.6 | -5 | -7 | 3 | -9 | 6
Cc1cccc2nc(-c3cccc(NC(=O)c4ccc(Cl)cc4)c3)cn12 | 10 | -2 | -4 | x | x | 0 | -3 | -50 | 14
C/C(=N\NC(=O)CNc1cccc2ccccc12)c1ccc(Br)s1 | -2 | 4 | -12 | 0.8 | -12 | 0 | -21 | -6 | 3
O=C(NCCCCc1ccccc1)C1CC(c2ccc([N+](=O)[O-])cc2)=NO1 (configuration not stated) | 4 | 1 | -1 | 0.0 | -6 | -4 | 5 | -10 | 1
CC1(C)C2([N+](=O)[O-])CN3CC1([N+](=O)[O-])CN(C2)C31CCCC1 | 5 | -2 | -1 | 0.0 | -4 | -6 | -1 | -15 | 3
O=c1[nH]c2ccc(S(=O)(=O)Nc3ccc(-c4nnc5n4CCCCC5)cc3)cc2o1 | -2[fluorescence artefact?] | -2 | 56* | -0.2 | -6 | 0 | 2 | -19 | 2
O=C(NC(=S)Nc1ccc(CN2CCOCC2)cc1)c1ccc(-c2cccc(Cl)c2)o1 | -2 | 1 | -20 | 0.0 | -6 | -4 | -25 | -17 | 16
O=C(Cc1ccccc1)NC1CCN(C(=O)NCc2ccccc2)CC1 | -2 | 0 | 4 | 0.0 | -3 | 0 | -6 | -14 | 0
CCOC(=O)c1c(-c2cccc(C)c2)csc1NC(=O)c1c(-c2ccccc2)noc1C | -1 | 1 | -31 | 0.6 | -14 | -3 | -5 | -22 | 2
COc1ccc(N2C(=O)/C(=C/c3cccs3)NC2=S)cc1 | 20 | 35 | -6 | 1.1 | -12 | 35 | 4 | -10 | -1
COc1cccc(C(=O)Nc2nc(C)cs2)c1 | -5 | -1 | -4 | 0.6 | -5 | -2 | 0 | -10 | 0
CCCC(=O)c1ccc(N2CCC(C)CC2)c(F)c1 | 3 | 0 | -10 | 0.8 | -13 | -1 | 1 | -15 | 8
O=C(Nc1ccc2c(c1)ncn2-c1ccccc1)c1ccco1 | 12 | 4 | -16 | 67 | -5 | 2 | -5 | -17 | 9
CCOc1ccc(C(=O)OCC(=O)NCc2ccco2)cc1OCC | -7[fluorescence artefact?] | -2 | 6 | 0.7 | -9 | 1 | 2 | -9 | 3
CC(C)S(=O)(=O)c1csc(NC(=O)Nc2ccc(Cl)cc2)c1Cl | -6 | 2 | -28 | 4.0 | 9 | -3 | -2 | 3 | 7
COc1ccc(S(=O)(=O)N2CCN(c3cccc(C)c3C)CC2)cc1 | 1 | 2 | -32 | 0.3 | -23 | 3 | 6 | 4 | 1
O=C(Nc1ccc(-c2cnco2)cc1)c1ccc(F)cc1F | 4 | -2 | -21 | -0.2 | -7 | 0 | -7 | -10 | 10
CC1=NN(Cc2ccccc2)C(=O)/C1=C/c1ccc(N(C)C)cc1 | -5[fluorescence artefact?] | -14 | -25 | 0.0 | -24 | -23 | -1 | -50 | 0
CCCn1cc(C(CC(=O)O)C(=O)O)c2ccccc21 (configuration not stated) | -2[fluorescence artefact?] | 0 | 0 | -0.1 | -12 | -6 | 11 | -1 | 0
CC(C)c1ccccc1NC(=O)c1cccc(NC(=O)c2ccccc2)c1 | 11 | 2 | -5 | 0.6 | -11 | 3 | -6 | -3 | -2
O=C1CC(c2ccc(F)cc2)c2cc3c(cc2N1)CCC3 (configuration not stated) | 8 | -2 | 6 | 2.6 | -13 | 0 | 1 | 16 | 1
Cc1ccccc1CNC(=O)c1ccccc1NS(C)(=O)=O | 22 | 4 | -3 | 0.9 | -8 | -1 | 1 | -12 | 26
C/C(=N\Nc1ccc([N+](=O)[O-])cc1)c1ccc(-n2nncc2C(C)(C)C)cc1 | 8 | -27 | -5 | 1.1 | -14 | -56 | -2 | 35 | 1
C=CCN1C(=NC(=O)CCCC(=O)O)SC2CS(=O)(=O)CC21 (configuration not stated) | -2 | 0 | -11 | -0.2 | -1 | 4 | 10 | -22 | 1
Cc1ccnc2nc(C(=O)NC3=NCCS3)nn12 | 15[fluorescence artefact?] | 0 | -4 | 0.5 | -14 | 4 | -5 | -7 | 2
Nc1nonc1C(=O)OCC(=O)c1ccc(Cl)cc1 | -5[fluorescence artefact?] | 1 | -6 | 0.2 | -14 | -2 | -1 | 1 | 1
Cc1nc(C)n(CC(=O)N2CCCC(C(=O)c3cccc4ccccc34)C2)n1 (configuration not stated) | -13 | 2 | -3 | 0.6 | 5 | -2 | 1 | -13 | 6
COc1ccc(NC(=O)C(OC(=O)c2ccc([N+](=O)[O-])o2)c2ccccc2)cc1Cl (configuration not stated) | 2 | 1 | -21 | -0.1 | -18 | -1 | -6 | -7 | 3
